NR2E3 ag-1 – human photoreceptor-specific nuclear receptor agonism | Q9Y5X4 | CHO-S Gal4-NCOR/VP16-NR2E3 two-hybrid, luciferase | AID 602229 | 0.35% of 360,000 active | inhibition of corepressor binding, % at 3.98 µM;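 active = inhibition above the mean of all tested compounds plus 3 SD, cut at about 70% in these data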;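 note: 0% = DMSO with NR2E3 transfected cells and 100% = cells lacking NR2E3 construct; higher means lower luciferase signal from less NR2E3 corepressor binding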
Target sequence (Q9Y5X4 whole entry, looked up, the tested form may be a part): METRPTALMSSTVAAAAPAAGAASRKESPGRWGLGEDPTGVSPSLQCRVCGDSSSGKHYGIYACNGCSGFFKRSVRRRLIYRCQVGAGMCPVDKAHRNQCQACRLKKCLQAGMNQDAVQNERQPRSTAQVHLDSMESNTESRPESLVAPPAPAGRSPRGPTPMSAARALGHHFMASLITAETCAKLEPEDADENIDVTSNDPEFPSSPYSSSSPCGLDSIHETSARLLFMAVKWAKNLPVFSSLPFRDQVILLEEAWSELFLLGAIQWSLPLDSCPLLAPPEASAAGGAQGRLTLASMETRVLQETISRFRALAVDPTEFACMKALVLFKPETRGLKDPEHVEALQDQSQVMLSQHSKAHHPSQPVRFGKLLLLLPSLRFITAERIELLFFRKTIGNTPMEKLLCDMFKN
KKLEB cytotox – CF airway cell cytotoxicity counter-screen. 0.36% of 360,000 active. AID 602141. KKLEB CF airway cells viability, ATPlite luminescence, overnight; hits give low values; cells stimulated with P. aeruginosa culture filtrate. activity change (cytotoxicity), % at 5 µM;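 active = corrected activity change at or below -50% at 5 µM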
CF NFkB inh – blocks PAF-induced NF-kB reporter in cystic fibrosis cells. KKLEB NF-kB-GFP reporter, GFP fluorescence overnight. inhibition, % at 5 µM. 0.86% of 360,000 active. AID 588850;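 active = at least 50% inhibition at 5 µM, scaled per plate between neutral and stimulator controls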;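 note: PAF is a Pseudomonas aeruginosa culture filtrate used as stimulus; plate controls were PAF-stimulated DMSO wells for no effect and unstimulated DMSO wells for full effect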
Peg3 prom inh – Peg3 promoter activity inhibition | HeLa PEG-Prom luciferase reporter, luminescence, overnight | inhibition, % at 20 µM | 1.7% of 360,000 active | AID 588405;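 active = inhibition of at least 50% at 20 µM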
LMP1 NFkB inh – Epstein-Barr LMP1 NF-kappaB reporter inhibition. LMP1-induced NF-kappaB luciferase reporter cells, luminescence. inhibition, % at 12.5 µM. 0.69% of 350,000 active. AID 504558; in the data active = inhibition above about 41%;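 note: 0% = neutral control wells and 100% = reference inhibitor control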
TRAIL sens C8 – sensitizes caspase-8 expressing cells to TRAIL. 1% of 360,000 active. inhibition (viability loss, TRAIL sensitization), % at 10 µM. NB7+C8 cells + TRAIL, ATPlite viability luminescence. AID 624354;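 active = compounds causing at least 50% loss of cell viability in the single-dose screen, relative to plate controls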
Shn3 3UTR inh – Schnurri-3 reporter inhibition in Clone20 osteoblasts; 0.52% of 360,000 active; AID 588674; inhibition, % at 12.5 µM; Clone20 osteoblast Shn3 3'UTR firefly luciferase, 24 h;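 active = mean inhibition of at least 75% with every replicate also reaching 75%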;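 note: 0% = median of neutral control wells and 100% = pilot-screen positive control compound; some compounds past the cut are filed as inactive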
hiPSC survival – hiPSC single-cell survival enhancement | ATPlite luminescence; 100% = ROCK inhibitor wells, 0% = DMSO | survival enhancement, % at 20 µM | 0.044% of 360,000 active | AID 602274; in the data active = survival enhancement above about 18%;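 note: cells exposed to compounds for 16 hours before the ATP read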
MITF TRPM1 inh – MITF TRPM1 promoter inhibition in SK-MEL-5 cells; SK-MEL-5 TRPM1 promoter luciferase, 24 h; inhibition, % at 12.5 µM; 0.83% of 330,000 active; AID 488899;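 active = mean inhibition across replicates of 60% or more, whatever share of single replicates reaches that level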; note: values of inactives mirror those of a sister screen read the other way
HIF-2a inh – HIF-2a inhibition. 786-0 RCC cells HIF-2a reporter, luciferase luminescence, overnight. inhibition, % at 18.8 µM. 0.72% of 360,000 active. AID 624352;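 active = inhibition of the luminescence signal of 40% or more relative to plate controls, in a single-dose primary screen at 18.75 µM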
NR2E3 ag-2 – activates human photoreceptor nuclear receptor NR2E3; Q9Y5X4; GST-NR2E3/biotin-RetCOR TR-FRET, 1536-well; inhibition of corepressor binding, % at 4.78 µM; 0.12% of 320,000 active; AID 2300;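 active = percent inhibition above the cutoff of mean plus 3 SD of all tested compounds, set per screening campaign, cut at about 20% in these data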;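 note: 0% = DMSO wells and 100% = biotin wells as full block of FRET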
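system = GST-tagged NR2E3 plus biotinylated RetCOR corepressor | input = 1.35 nM GST-NR2E3 | also added = 7 nM biotin-RetCOR | schedule = 5 h incubation at 4 °C | measured by = TR-FRET with europium anti-GST and streptavidin-D2, 340 nm excitation | read-out = percent loss of FRET ratio relative to control wells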
Starred values were filed as active, the others as inactive; / = no result given; & = joins results of further samples. The list is partial. The share of hits here may be higher or lower than overall.

SMILES	NR2E3 ag-1	KKLEB cytotox	CF NFkB inh	Peg3 prom inh	LMP1 NFkB inh	TRAIL sens C8	Shn3 3UTR inh	hiPSC survival	MITF TRPM1 inh	HIF-2a inh	NR2E3 ag-2
Cc1ccc(CNC(=O)c2nnn(CC(=O)Nc3cc(C)cc(C)c3)c2N)cc1	7	-3	24	3	-2	8	4	0.5	-1	10	6
CCCOC(=O)c1ccc(NS(=O)(=O)c2cccs2)cc1	8	2	14	-1	8	6	-6	-0.6	-5	5	3
COc1ccc(/C=C/c2nnc(NC(=O)C(C)(C)C)s2)cc1	-38	-8	16	-58	-15	-9	-9	0.8	-6	-71	-3
Cc1[nH]c2ccccc2c1/C=C(\C#N)C(=O)NC1CC1	-73	0	14	-166	-4	6	-46	-0.4	-47	-122	-1
CC(=O)Nc1ccc2c(c1)-c1ccc(F)cc1C2=O	9	-6	-16	-5	1	1	-12	8.0	-9	-1	/
COc1ccc(C2SCC(=O)N2c2ccc(F)cc2)cc1 (centres undefined)	-28	-6	0	5	-2	12	11	-0.4	-2	5	2
COc1ccc(CC(=O)NCc2csc(-c3cccs3)n2)cc1OC	16	2	-3	11	4	-3	6	0.3	7	2	-1
O=C(COc1ccc(S(=O)(=O)N2CCOCC2)cc1)N1CCCCCC1	-15	20	-20	17	-11	-1	-23	-4.0	5	10	0
CCOc1cccc2cc(C(=O)N3CCN(C/C=C/c4ccccc4)CC3)c(=O)oc12	5	-9	3	6	0	-7	8	-2.8	-5	12	3
C=C(C(=O)O)C1CCC2(C)CCCC(C)(O)C2C1 (centres undefined)	-22	2	0	4	-10	20	2	0.1	-15	10	4
COCCCNC(=O)c1ccc(OC)c(OC2CCN(C(C)C)CC2)c1	7	6	14	5	6	-1	-3	-0.3	-5	18	-2
CCN(C(=O)COC(=O)/C=C/c1ccccc1Cl)c1c(N)n(Cc2ccccc2)c(=O)[nH]c1=O	25	-10	11	9	-6	3	-8	0.2	33	9	/
COc1ccc(C2C=C(Nc3ccccc3)C(=O)N2c2ccccc2)cc1OC (centres undefined)	-8	-11	4	-13	16	9	-38	-0.2	-2	-47	1
CCOC(=O)C(Cc1ccccc1)C(=O)NCc1cccnc1 (centres undefined)	-26	3	-10	-12	8	-3	-7	0.2	2	15	4
Clc1ncnc2scc(-c3ccccc3)c12	-23	-1	20	-293	-21	-13	-3	0.7	15	-171	3
Brc1ccc2nc(-c3ccco3)c(Cc3ccsc3)n2c1	-34	-8	29	-73	/	8	-11	0.7	/	9	/
O=C(Nc1ccc(S(=O)(=O)N2CCCC2)cc1)c1cnccn1	-9	-8	8	6	-1	-3	-7	0.2	6	-9	0
O=C(COc1cccnc1[N+](=O)[O-])Nc1cccc(Br)c1	-40	-1	-4	-197	-23	-4	-31	1.3	-66	-216	/
O=C(CC[C@H]1O[C@@H](n2ccc(=O)[nH]c2=O)[C@H](O)[C@@H]1O)N[C@@H](Cc1ccccc1)C(=O)NCC1CCCCC1	-3	5	-12	17	/	-2	14	5.0	/	19	/
Cc1nc(-c2ccccc2)sc1C1(C)CC(c2c(Cl)cccc2Cl)=NO1 (centres undefined)	-72	-8	4	-70	-4	11	-12	1.4	-21	-125	0
[O-]/C(=C(\C(=S)Nc1cccc2ccccc12)[n+]1ccccc1)c1cccs1	-3	-4	-4	-2	-14	1	-9	1.3	37	-6	-2
CNC(=S)N/N=C(\C)c1ccc(-n2ccnc2)cc1	-9	-11	8	21	-1	4	16	0.2	2	16	1
O=C(Cn1c(=O)oc2cc(S(=O)(=O)N3CCCC3)ccc21)NCc1ccc(F)cc1	-1	11	15	-2	4	6	18	-0.2	9	3	1
Cc1cccc(Cn2ccc(NC(=O)c3cccnc3)n2)c1	3	-20	16	-13	-4	-2	15	6.4	1	-23	-2
C/C(N)=C(/C#N)C(=O)CSc1nnc(Nc2c(C)cccc2C)s1	-19&-9	-4&2	-9&6	15&-1	-3&-2	-5&-8	3&2	-1.5&0.2	8&-1	6&13	-3
SMILES	NR2E3 ag-1	KKLEB cytotox	CF NFkB inh	Peg3 prom inh	LMP1 NFkB inh	TRAIL sens C8	Shn3 3UTR inh	hiPSC survival	MITF TRPM1 inh	HIF-2a inh	NR2E3 ag-2
Cc1cc(Br)c(NC(=O)c2c(-c3c(Cl)cccc3Cl)noc2C)c(Br)c1	-2	0	-8	17	-2	4	8	-0.6	-8	4	0
Cc1cc(N/N=C/c2ccccc2O)nc(-c2ccccc2O)n1	-29	3	-39	-81	-2	19	2	2.3	6	-32	2
O=C(CCNC(=O)c1ccccc1)Nc1ccc(Cl)c(S(=O)(=O)N2CCCCC2)c1	-10	-2	-7	17	4	19	18	-1.9	9	22	/
CC(C)C(=O)NC(=S)Nc1ccccc1N1CCN(C(=O)c2ccccc2)CC1	-5	-23	8	58*	4	-4	-1	0.5	-4	15	-3
O=C(NC1=NCCS1)c1ccc(Cl)c(S(=O)(=O)N2CCc3ccccc32)c1	-49	-10	9	22	-2	1	22	0.5	-10	-8	4
CN(C)c1ccc(NC(=O)C(=O)C2C(=O)Nc3ccccc32)cc1 (centres undefined)	-31	1	-11	-75	-3	16	/	-0.4	-19	-108	-4
C[C@@H]1CN([C@H](C)CO)C(=O)CCCn2nncc2CO[C@@H]1CN(C)C(=O)c1cc(-c2ccccc2)on1	-14	3	2	8	1	5	-2	-0.1	/	3	/
NC(=O)CCc1nc2cc(C(F)(F)F)ccc2n(Cc2ccccc2)c1=O	-1	6	15	-4	-3	10	-3	-0.2	-4	16	3
CSc1ccc(Cl)c(C(=O)OCC(=O)N2CC(C)OC(C)C2)c1 (centres undefined)	-21	2	2	4	4	-2	34	-2.1	1	-6	2
O=C(O)Cc1c(C(=O)O)[nH]c2ccc(C(=O)O)cc12	-7	6	-10	2	-8	-5	0	0.1	2	7	5
COCc1ccc(C(=O)NCC2(N3CCCCC3)CCCCC2)cc1	-8	9	-8	12	-39	10	-7	-0.6	-1	17	-2
COc1ccc(C(=O)Nc2ccccn2)cc1	-3	4	6	-1	0	3	-3	-0.4	2	20	0
CCn1c(C)nc2cc(-c3nc4n(n3)Cc3ccccc3-4)ccc21	97*	-88*	-2	114*	86*	96*	97*	-5.1	98*	91*	2
CS(=O)(=O)N(CCc1ccccc1)CC(=O)N1CCN(c2ccccc2)CC1	-5	14	-1	11	-10	10	20	-0.6	10	8	-1
Cc1ccc(O)c(-c2cc(C(=O)NCc3ccncc3)[nH]n2)c1	-2	-5	3	-10	-28	-3	-8	-0.7	-11	-25	2
COCCCNc1nc2ccccc2nc1NS(=O)(=O)c1ccc(C)c(C)c1	21	-6	-5	8	3	3	70	0.2	7	19	0
CCOc1ccc(S(=O)(=O)NCc2cccnc2)cc1NC(=O)c1ccccc1F	9	-8	1	27	0	28	12	-0.1	1	-10	6

13 neighbouring compounds already listed, quoted:
SMILES	NR2E3 ag-1	KKLEB cytotox	CF NFkB inh	Peg3 prom inh	LMP1 NFkB inh	TRAIL sens C8	Shn3 3UTR inh	hiPSC survival	MITF TRPM1 inh	HIF-2a inh	NR2E3 ag-2
Cc1cc(Br)c(NC(=O)c2c(-c3c(Cl)cccc3Cl)noc2C)c(Br)c1	-2	0	-8	17	-2	4	8	-0.6	-8	4	0
Cc1cc(N/N=C/c2ccccc2O)nc(-c2ccccc2O)n1	-29	3	-39	-81	-2	19	2	2.3	6	-32	2
O=C(CCNC(=O)c1ccccc1)Nc1ccc(Cl)c(S(=O)(=O)N2CCCCC2)c1	-10	-2	-7	17	4	19	18	-1.9	9	22	/
CC(C)C(=O)NC(=S)Nc1ccccc1N1CCN(C(=O)c2ccccc2)CC1	-5	-23	8	58*	4	-4	-1	0.5	-4	15	-3
O=C(NC1=NCCS1)c1ccc(Cl)c(S(=O)(=O)N2CCc3ccccc32)c1	-49	-10	9	22	-2	1	22	0.5	-10	-8	4
CN(C)c1ccc(NC(=O)C(=O)C2C(=O)Nc3ccccc32)cc1 (centres undefined)	-31	1	-11	-75	-3	16	/	-0.4	-19	-108	-4
C[C@@H]1CN([C@H](C)CO)C(=O)CCCn2nncc2CO[C@@H]1CN(C)C(=O)c1cc(-c2ccccc2)on1	-14	3	2	8	1	5	-2	-0.1	/	3	/
NC(=O)CCc1nc2cc(C(F)(F)F)ccc2n(Cc2ccccc2)c1=O	-1	6	15	-4	-3	10	-3	-0.2	-4	16	3
CSc1ccc(Cl)c(C(=O)OCC(=O)N2CC(C)OC(C)C2)c1 (centres undefined)	-21	2	2	4	4	-2	34	-2.1	1	-6	2
O=C(O)Cc1c(C(=O)O)[nH]c2ccc(C(=O)O)cc12	-7	6	-10	2	-8	-5	0	0.1	2	7	5
COCc1ccc(C(=O)NCC2(N3CCCCC3)CCCCC2)cc1	-8	9	-8	12	-39	10	-7	-0.6	-1	17	-2
COc1ccc(C(=O)Nc2ccccn2)cc1	-3	4	6	-1	0	3	-3	-0.4	2	20	0
CCn1c(C)nc2cc(-c3nc4n(n3)Cc3ccccc3-4)ccc21	97*	-88*	-2	114*	86*	96*	97*	-5.1	98*	91*	2

Some of the entries so far, as labelled records:
Cc1ccc(O)c(-c2cc(C(=O)NCc3ccncc3)[nH]n2)c1
  NR2E3 ag-1 = -2
  KKLEB cytotox = -5
  CF NFkB inh = 3
  Peg3 prom inh = -10
  LMP1 NFkB inh = -28
  TRAIL sens C8 = -3
  Shn3 3UTR inh = -8
  hiPSC survival = -0.7
  MITF TRPM1 inh = -11
  HIF-2a inh = -25
  NR2E3 ag-2 = 2
CC(C)C(=O)NC(=S)Nc1ccccc1N1CCN(C(=O)c2ccccc2)CC1
  NR2E3 ag-1 = -5
  KKLEB cytotox = -23
  CF NFkB inh = 8
  Peg3 prom inh = 58*
  LMP1 NFkB inh = 4
  TRAIL sens C8 = -4
  Shn3 3UTR inh = -1
  hiPSC survival = 0.5
  MITF TRPM1 inh = -4
  HIF-2a inh = 15
  NR2E3 ag-2 = -3
